Assay outcomes from PubChem.
SDO1 yeast rescue = restores growth of sdo1-depleted yeast. S. cerevisiae sdo1-depleted JHY4D growth rescue, OD600 30 h; active compounds read high; pdr5 snq2 efflux-pump mutant strain. AID 817. 140,000 tested, 0.21% active. z-score at 10 µM;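 active = z-score above 3 at both the 24 hr and the 30 hr optical density reads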;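 also: z-score against mean and SD of all compound wells on the same plate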
Insulin prom inh = TRM-6 insulin promoter activity inhibition; TRM-6 cells (human fetal islet line), insulin promoter-eGFP reporter, imaging; reporter expression induced with tamoxifen; inhibition, % at 2 µM; 130,000 tested, 0.9% active;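 active = inhibition above the mean plus 3 SD, with well images judged a real hit on visual review, cut at about 60% in these data, passing the limit was not always enough; inconclusive = inhibition over the cutoff but images rejected on review; inactive = inhibition not above the cutoff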
SDO1 yeast rescue Rescue 24 h = second read-out of SDO1 yeast rescue, no call of its own (marks repeat the call); z-score; S. cerevisiae sdo1-depleted JHY4D growth rescue, OD600; measured here: growth rescue at 24 h;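 0 is the plate mean of compound wells and units are plate SD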
* hit, by the source's call; i = inactive; ? = inconclusive; nt = no result given; & = joins results of further samples.

Structure	SDO1 yeast rescue	SDO1 yeast rescue Rescue 24 h	Insulin prom inh
CC(=O)c1cccc(NC(=O)c2ccc(S(=O)(=O)N3CCCCC3)cc2)c1	0.51	0.37	-105
Cc1ccc(/C=C2\SC(=S)N(CCC(=O)NNS(=O)(=O)c3ccc(C)cc3)C2=O)cc1	-0.71	0.71	nt
CCOc1ccc(OCC(=O)c2c(O)c3ccccc3oc2=O)cc1	0.3	0.13	-50
CC(C)N1C(=O)CCC1C(=O)N1CCCc2ccccc21 (configuration not stated)	0.26	-0.21	nt
CC(Oc1ccc2oc(-c3ccccc3)c(C(=O)O)c2c1)C(=O)O (configuration not stated)	0.75	0.39	15
C[n+]1cc(-c2ccccc2)n2c1CCCCC2	0.65	-0.11	-3
CCCC(=O)Nc1cc(Cl)ccc1N1CCN(C(=O)CC)CC1	-0.64	-0.7	-6
Cc1cccn2cc(CNC(=O)C3CCCCC3)nc12	-0.68	-0.83	-53
COc1ccc(N=C2SC(C(=O)Nc3ccc4c(c3)OCO4)CC(=O)N2C)cc1 (configuration not stated)	-2	-0.43	nt
COc1ccc(-c2noc(-c3cc(C)cc(C)c3)n2)cc1OC	-1.5	-0.79	nt

Next results:
Structure	SDO1 yeast rescue	SDO1 yeast rescue Rescue 24 h	Insulin prom inh
O=C(COC(=O)c1ccccn1)c1ccc(Br)cc1	-0.31	-0.08	nt
CCOC(=O)C1CCN(C(=O)CSc2nnc(-c3ccco3)n2-c2ccccc2)CC1	0.6	1	12
COc1ccc(NC(=O)CN(C)C2CCCCC2)c([N+](=O)[O-])c1	0.97	0.86	-6
O=C(OCC(=O)c1ccc[nH]1)c1ccc(S(=O)(=O)N2CCCCC2)cc1	-0.14	0.06	-47
Cc1nnc(SCC(=O)c2cc(C)n(C3CC3)c2C)s1	-0.08	-0.46	-38
O=C(Nc1cnccn1)c1csc2ccccc12	-0.76	-1.3	8
CC(/C=C\c1cccnc1)=C/C(=O)O	1.6&0.7	0.66&0.02	23&18
Cc1ccccc1-c1nn2c(-c3ccccc3)nnc2s1	-1.3	-0.98	nt
CCCNC(=O)c1ccccc1NC(=O)c1ccccc1N(C)S(C)(=O)=O	1	0.46	-310
Cc1ccc(S(=O)(=O)N2CCC(C(=O)N[C@@H](Cc3ccccc3)C(=O)O)CC2)cc1	2.2	2.1	47

Next entries.
Structure	SDO1 yeast rescue	SDO1 yeast rescue Rescue 24 h	Insulin prom inh
O=C(CCC1CCCN(C(=O)CCN2CCCCC2=O)C1)NCc1ccccc1F (configuration not stated)	nt	nt	30
CCOC(=O)c1c(NC(=O)CN2C(=O)NC(C)(c3ccccc3)C2=O)sc(C)c1C (configuration not stated)	-0.57	-0.73	0
O=C(Nn1cnnc1)c1ccc(F)c(S(=O)(=O)N2CCCCC2)c1	-0.73	-1.4	36
O=C(Cc1ccccc1)NCCSCc1ccc(Cl)cc1	-0.12	-0.35	-7
COc1ccc(/C(C)=N/NC(=O)CNC(=O)c2cccs2)cc1	nt	nt	-15
CC(=O)C(CC(=O)N1CCCc2ccccc21)C(=O)Nc1ccc(F)cc1 (configuration not stated)	-0.19	0	0
Cc1ccc2sc(N(CCCN(C)C)C(=O)CN3C(=O)c4ccccc4C3=O)nc2c1C	nt	nt	33
CCOC(=O)c1cc(-c2ccccc2)n(CC(=O)NC(C)(C)C)c1C	nt	nt	-130
CCCCN(CC)C(=O)c1ccc(-c2ccccc2)cc1	-0.98	-0.58	-3
COc1cccc(NC(=O)Cc2nnc(SCC(=O)NC(C)c3ccccc3)n2C)c1 (configuration not stated)	0.1	-1.5	-11

Additional records
Structure	SDO1 yeast rescue	SDO1 yeast rescue Rescue 24 h	Insulin prom inh
O=C(Nc1ncc2c(n1)-c1ccccc1OC2)c1ccccc1Cl	-0.54	-0.13	2
CCOC(=O)n1c(=O)n(Cc2ccccc2C)c2ccccc21	nt	nt	0
CCc1ccc(OCC(=O)N2CCN=C2c2ccccc2)cc1	0.27	0.42	-13
O=C1c2ccccc2NC2(CCCCC2)N1c1ccc(O)cc1	0.74	0.33	47
COc1c(F)c(F)c(-c2csc(N)n2)c(F)c1F	nt	nt	-2
COc1cc(NC(=O)CCCc2c[nH]c3ccccc23)cc(OC)c1	-1.1	-1.3	nt
C[N+](C)(C)CCCCCCC(=O)/C=N/O	0.23	-0.42	11
CC(C)(C)NC(=O)C(c1cccs1)N(CC1CCCO1)C(=O)Cn1nnc(-c2cccs2)n1 (configuration not stated)	-1.8	-1.8	-34
CCCCc1nc2sc3c(=O)n(N)cnc3c2c2c1CCCC2	-0.13	-0.06	nt
Cc1ccc(OC(=O)C23CC4CC(CC(C4)C2)C3)c(C)n1	-1	0.24	-7

(next part)
Structure	SDO1 yeast rescue	SDO1 yeast rescue Rescue 24 h	Insulin prom inh
COc1ccc(CN=CC2=C(O)CC(C)(C)CC2=O)cc1	0.48	-0.03	18
CC(NC(=O)CCSCCC(=O)NC(C)c1ccccc1)c1ccccc1 (configuration not stated)	0.67	-0.1	27
O=C(Nc1ccccc1)c1sc(Cl)nc1-c1ccccc1	-0.1	0.22	3
CC(C)CC(=O)Nc1ccc(F)c(Cl)c1	-0.51	0.13	nt
CC1(C)OC(=O)CC1C(=O)NCc1ccccc1 (configuration not stated)	0.64	-0.09	i
Cc1ccc(NCc2n[nH]c(=S)n2-c2cccc(Cl)c2)cc1	nt	nt	-41
O=C(O)CCS(=O)(=O)c1cccc2cccnc12	1.4	1.7	-55
Cc1cc2ccccc2nc1SCC(=O)N1CCCC1	0.34	0.07	22
CCCc1nn(C)c2c1C(c1ccncc1)C(C#N)=C(N)O2 (configuration not stated)	-0.84	-1.5	nt
O=C(Nc1ccc(CN2CCCCC2)cc1)c1ccc(Br)o1	1.4	0.15	10

Next part.
SMILES	SDO1 yeast rescue	SDO1 yeast rescue Rescue 24 h	Insulin prom inh
O=C(Nc1ccccc1F)c1ccc(CNS(=O)(=O)c2cccc(C(F)(F)F)c2)cc1	-0.37	0.97	23
CSc1cccc(NC(=O)CCCOc2ccc(Cl)cc2Cl)c1	-1.3	-0.95	-138
Cc1ccc(CNC(=O)c2cnc(-c3ccccn3)nc2C(F)(F)F)cc1	-0.19	-0.84	-31
CC(C)(C)c1cc[n+](/C(C(=S)NC2CC2)=C(/[O-])c2ccc(Cl)s2)cc1	-0.34	-0.1	nt
CN(CC(=O)O/N=C(\N)c1ccccn1)S(=O)(=O)c1cc(Cl)ccc1Cl	-1.9	-1.2	38
COc1ccc(-c2n[nH]c(C)c2-c2ccc(Cl)cc2)c(O)c1OC	-1.5	-0.28	-8
O=C(c1ccccc1)c1c[nH]c2cc3c(cc2c1=O)OCO3	2.7	3.2	-25
CC(=O)c1nc(N2C(=O)CC(Cc3ccc(C)cc3)C2=O)sc1C (configuration not stated)	0.69	0.42	nt
Cc1cc(NC(=O)C23CCC(C)(C(=O)O2)C3(C)C)no1 (configuration not stated)	0.65	0.74	-25
CCCS(=O)(=O)N1CCCC(C(=O)NCCCN(CC)c2cccc(C)c2)C1 (configuration not stated)	0.69	0.54	nt
CC(C)(C)C1CCC(=NOC(=O)c2ccc(F)cc2)CC1 (configuration not stated)	nt	nt	0
O=C1c2ccc3c4c(ccc(c24)C(=O)N1CCCCO)C(=O)N(CCCCO)C3=O	nt	nt	-23

The list goes on.
SMILES	SDO1 yeast rescue	SDO1 yeast rescue Rescue 24 h	Insulin prom inh
O=C(COC(=O)c1c2c(nc3ccccc13)CCCC2)c1cccs1	-1.4	-1.7	-14
CCOc1ccc(N2C(=O)/C(=C/c3cc(OC)c(OC)c(OC)c3)N(CC(=O)OC)C2=S)cc1	-0.93	0.13	18
Cc1cccc(OCCCOc2cccc3cccnc23)c1C	-2.2&-2.1	-1.1&-0.99	nt
COc1ccc(CNC(=O)c2cccc(N(C)C)c2)cc1	-0.14	-0.22	24
COC(=O)C1=C(C)N(C)C(=O)NC1c1ccsc1 (configuration not stated)	nt	nt	6
COc1cc(-c2nnc(SC/C=C/c3ccccc3)n2N)cc(OC)c1OC	-0.71	-0.71	3
C/C(=N\NS(=O)(=O)c1cccc([N+](=O)[O-])c1)c1cccnc1	nt	nt	27
CCOC(=O)c1sc2nc3c(cc2c1N)COC(C(C)C)C3 (configuration not stated)	-1.1	-1.5	-31
Cc1ccc(NC(=O)Cn2nnc(-c3ccccc3NC(=O)c3cccs3)n2)cc1	-1.7	-0.46	-14
CCOC(=O)c1c(C)nc2sc(C(=O)Nc3ccccc3)c(N)c2c1-c1ccc(OC)cc1	-0.77	0.13	-23
N#CNC1=NCN(CCc2ccccc2)CN1	0.68	-0.65	nt
O=C1CN(C(=O)c2cc3ccccc3oc2=O)C(c2ccccc2)c2cc(F)ccc2N1 (configuration not stated)	0.28	-0.42	-25

(next part)
SMILES	SDO1 yeast rescue	SDO1 yeast rescue Rescue 24 h	Insulin prom inh
Cc1nc(N2CCN(Cc3ccccc3)CC2)nc2c1C(=O)CC(c1ccco1)C2 (configuration not stated)	-1.1	-0.7	nt
COc1ccc(C(=O)N/C(=C/c2cccs2)c2nc3ccccc3[nH]2)cc1OC	1	1.3	-12
Cc1ccc(C)c(Nc2ccc(C(=O)NCCc3ccccc3)cn2)c1	-0.84	-0.66	nt
CCOc1cc(C2CC(=O)c3c(ccc4ccccc34)N2)ccc1O (configuration not stated)	-0.09	-0.2	nt
COC1CCCCC1Nc1ccc(C)c(C)c1 (configuration not stated)	0.21	-0.5	40
O=C(Nc1ccc(Oc2ccccc2)cc1)c1ccco1	-0.48	-0.59	45
O=C(CN1CCOCC1)N/N=C/C(Br)=C\c1ccccc1	nt	nt	-9
COc1ccc(NC(=O)CC2CCCC2)cc1S(=O)(=O)N1CCCCC1	-0.92	-1.1	-23
O=C(CSc1nnc(-c2cnccn2)n1Cc1ccco1)Nc1ccc(Br)cc1	-0.63	0.16	35
Cc1cccc(N2CCN(C(=O)C3CCN(S(=O)(=O)c4cccc5cccnc45)CC3)CC2C)c1 (configuration not stated)	-0.4	-1.2	nt
Cc1ccccc1NCc1ccccc1O	0.45	0.36	nt
Cc1ccc(/C=N/n2c(C)nnc2C)cc1	0.32	-0.34	-47

Additional records:
SMILES	SDO1 yeast rescue	SDO1 yeast rescue Rescue 24 h	Insulin prom inh
CCOC(=O)CC(/C(C)=N\O)c1ccccc1 (configuration not stated)	0.61	1.3	nt
Cc1cc(C)nc(-n2nc(C)c(C3(O)C(=O)Nc4ccc(F)cc43)c2N)n1 (configuration not stated)	-0.26	-1	29
CC(NC(=O)C1CCN(c2nnc(-n3cccc3)s2)CC1)C12CC3CC(CC(C3)C1)C2 (configuration not stated)	-1.6	-0.84	nt
O=C(Nc1ccccc1Oc1ccccc1)C1CC1	1.5	1.9	8
Cc1nc(CC(=O)Nc2nc(C(C)(C)C)cs2)cs1	0.19	-0.61	64
CC(=O)N1c2ccccc2C(=O)OC1c1cccnc1 (configuration not stated)	0.33	-0.67	nt
Cc1c(C(=O)NCCCN2CCOCC2)sc2ncnc(N3CCN(c4ccccc4)CC3)c12	-0.69	-1.4	-16
COc1ccc(-c2csc(N)n2)cc1F	nt	nt	55
Cc1ccccc1-n1ncc2c([N+](=O)[O-])cc([N+](=O)[O-])cc21	-1.5	-1.7	-26
CC1=C(C(=O)O)N2C(=O)C(NC(=O)c3nn(C)cc3Cl)C2SC1 (configuration not stated)	0.32	0.31	-7
CCN(CC)CCCN(Cc1cc2cc3c(cc2[nH]c1=O)OCCO3)C(=O)Nc1ccccc1	-0.18	-0.64	nt
O=C(CCSc1ccccc1)N1CCCC1	nt	nt	-57

Molecules above that contain bromine (four):
SMILES	SDO1 yeast rescue	SDO1 yeast rescue Rescue 24 h	Insulin prom inh
O=C(COC(=O)c1ccccn1)c1ccc(Br)cc1	-0.31	-0.08	nt
O=C(Nc1ccc(CN2CCCCC2)cc1)c1ccc(Br)o1	1.4	0.15	10
O=C(CN1CCOCC1)N/N=C/C(Br)=C\c1ccccc1	nt	nt	-9
O=C(CSc1nnc(-c2cnccn2)n1Cc1ccco1)Nc1ccc(Br)cc1	-0.63	0.16	35

New compounds follow:
SMILES	SDO1 yeast rescue	SDO1 yeast rescue Rescue 24 h	Insulin prom inh
COc1ccc(OC)c(N(CC(=O)Nc2cccc(C(F)(F)F)c2)S(C)(=O)=O)c1	nt	nt	-40
CCCCOC(=O)c1ccc(NC(=O)C2CCCO2)cc1 (configuration not stated)	-0.76	-0.9	52
O=C(NNC(=O)c1ccc(F)cc1)C(=O)N1CCCCC1	1.1	1.1	-32
CCCc1cc(=O)[nH]c(SCC(=O)c2cc(C)n(-c3cc(C)on3)c2C)n1	nt	nt	14
CC(=O)C1=C(O)C(=O)N(c2cc(C(C)(C)C)on2)C1c1ccc(Br)cc1 (configuration not stated)	-0.69	-1.2	-6
CCC(=O)c1ccc(OC(=O)c2cnccn2)cc1	nt	nt	?
CC(=O)OCCNC(=O)c1cccnc1	1.2	2.2	-10

Reformatted as labelled records: four of the compounds above.
SMILES: COc1ccc(-c2noc(-c3cc(C)cc(C)c3)n2)cc1OC
  SDO1 yeast rescue = -1.5
  SDO1 yeast rescue Rescue 24 h = -0.79
  Insulin prom inh = nt

SMILES: Cc1ccccc1-c1nn2c(-c3ccccc3)nnc2s1
  SDO1 yeast rescue = -1.3
  SDO1 yeast rescue Rescue 24 h = -0.98
  Insulin prom inh = nt

SMILES: CC1(C)OC(=O)CC1C(=O)NCc1ccccc1 (configuration not stated)
  SDO1 yeast rescue = 0.64
  SDO1 yeast rescue Rescue 24 h = -0.09
  Insulin prom inh = i

SMILES: CC(=O)OCCNC(=O)c1cccnc1
  SDO1 yeast rescue = 1.2
  SDO1 yeast rescue Rescue 24 h = 2.2
  Insulin prom inh = -10

The list is partial; count on the stated rates, not on these rows.
